# GPR151 activ: activators of human GPR151; activation, % at 11.2 µM; Q8TDV0; 650,000 compounds, 1% hits; PathHunter beta-arrestin GPR151 cells, luminescence; AID 1508602; in the data active = activation above about 4.9%;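 note: 0% = median of compound wells and 100% = cells with positive control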
# Target sequence (Q8TDV0 whole entry, looked up): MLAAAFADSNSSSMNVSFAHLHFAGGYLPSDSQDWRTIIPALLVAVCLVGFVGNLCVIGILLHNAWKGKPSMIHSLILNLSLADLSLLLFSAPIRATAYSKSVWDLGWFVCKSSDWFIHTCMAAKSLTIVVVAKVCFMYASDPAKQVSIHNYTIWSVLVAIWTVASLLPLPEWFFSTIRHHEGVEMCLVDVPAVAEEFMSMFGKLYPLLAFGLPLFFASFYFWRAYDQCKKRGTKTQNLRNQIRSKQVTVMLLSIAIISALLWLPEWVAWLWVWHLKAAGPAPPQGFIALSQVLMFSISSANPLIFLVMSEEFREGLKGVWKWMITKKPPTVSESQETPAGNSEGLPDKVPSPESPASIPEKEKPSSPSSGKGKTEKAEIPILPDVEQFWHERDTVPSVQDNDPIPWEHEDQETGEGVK
# MITF primary: inhibitors of human MITF | O75030 | AlphaScreen MITF homodimerization, bead proximity signal | inhibition, % at 2.6 µM | 650,000 compounds, 0.91% hits | AID 1259374; in the data active = inhibition above about 50%;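 note: 0% = vehicle wells with protein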
# Target sequence (O75030 whole entry, looked up): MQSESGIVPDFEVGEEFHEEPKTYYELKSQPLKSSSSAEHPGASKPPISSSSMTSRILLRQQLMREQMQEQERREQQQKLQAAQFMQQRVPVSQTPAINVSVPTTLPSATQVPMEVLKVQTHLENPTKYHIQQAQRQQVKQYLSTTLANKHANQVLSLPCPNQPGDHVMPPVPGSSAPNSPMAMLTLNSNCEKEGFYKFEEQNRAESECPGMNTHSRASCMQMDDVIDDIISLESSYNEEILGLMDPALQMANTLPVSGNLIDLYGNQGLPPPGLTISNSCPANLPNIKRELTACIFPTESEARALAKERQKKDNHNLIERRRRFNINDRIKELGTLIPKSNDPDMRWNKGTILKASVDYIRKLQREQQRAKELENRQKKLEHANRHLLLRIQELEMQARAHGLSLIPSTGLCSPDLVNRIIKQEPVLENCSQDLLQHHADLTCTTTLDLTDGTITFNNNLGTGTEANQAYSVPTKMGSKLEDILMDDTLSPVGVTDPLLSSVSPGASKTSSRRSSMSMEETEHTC
# TEAD-YAP inh: TEAD-YAP interaction inhibition. HEK-TIYL cells, TEAD-Gal4/YAP UAS-luciferase luminescence. inhibition, % at 9.12 µM. 640,000 compounds, 1.4% hits; in the data active = inhibition above about 32%;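 note: 0% = median of test compound wells and 100% = reference inhibitor wells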
# FBW7 activator: activators of human E3 ligase FBW7; AlphaScreen FBW7–phospho-cyclin E peptide binding, activator screen; normalized activity (activation), % at 26.1 µM; AID 1259310; 650,000 compounds, 0.13% hits; in the data active = normalized activity above about 1.9%;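 note: purified mutant Fbw7 with reduced substrate affinity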
# Starred values were filed as active, the others as inactive; & = joins results of further samples.
[1] CSc1ccc(C2CC(=O)N3CN(Cc4ccco4)CSC3=C2C#N)cc1 (stereo unspecified)
[2] Cc1ccc(C)c(-n2c(SCC(=O)N3CCCCC3)nnc2-c2cccnc2)c1
[3] O=C(NCc1ccccc1)/C(=C\c1ccco1)NC(=O)c1ccc(Br)cc1
[4] O=C(O)c1c[nH]c2c(F)cccc2c1=O
[5] COc1ccccc1CN1CCC2(CC1)CC2C(=O)NCc1ccccc1 (stereo unspecified)
[6] CC(NC(=O)Cn1nc(-c2ccccc2)ccc1=O)c1ccccc1 (stereo unspecified)
[7] CC(=O)N1c2ccccc2NC2=C(C(=O)CC(C)(C)C2)C1c1ccc(-c2ccc([N+](=O)[O-])cc2C)o1 (stereo unspecified)
[8] CCOC(=O)c1cnc2ccc(C(=O)OC)cc2c1Nc1ccc(Cl)cc1C
[9] CCN(CC)S(=O)(=O)c1cccc(NC(=O)CN2CCNC(=O)C2)c1
[10] COc1ccc(N2C(=O)NC(=O)/C(=C/c3cc([N+](=O)[O-])cc(OC)c3O)C2=O)cc1
assay / entry	1	2	3	4	5	6	7	8	9	10
GPR151 activ	1.7	0.6	1.2	-1.2	0.5	-0.6	-0.6	-1.0	3.6	-0.4
MITF primary	-8	30	14	7	9	-12	11	-13	8	-4
TEAD-YAP inh	5	2	6	4	1	4	6	-8	1	-3
FBW7 activator	-0.3	0.0	0.1	-0.2	0.0	0.0	-0.1	0.0	0.6	-0.1

# Profiles, quoted from the list:
# CC(=O)N1c2ccccc2NC2=C(C(=O)CC(C)(C)C2)C1c1ccc(-c2ccc([N+](=O)[O-])cc2C)o1 (stereo unspecified) is entered as GPR151 activ = -0.6; MITF primary = 11; TEAD-YAP inh = 6; FBW7 activator = -0.1
# CSc1ccc(C2CC(=O)N3CN(Cc4ccco4)CSC3=C2C#N)cc1 (stereo unspecified) is entered as GPR151 activ = 1.7; MITF primary = -8; TEAD-YAP inh = 5; FBW7 activator = -0.3
# CCOC(=O)c1cnc2ccc(C(=O)OC)cc2c1Nc1ccc(Cl)cc1C is entered as GPR151 activ = -1.0; MITF primary = -13; TEAD-YAP inh = -8; FBW7 activator = 0.0

# Given as labelled records: three of the compounds above.
7	CC(=O)N1c2ccccc2NC2=C(C(=O)CC(C)(C)C2)C1c1ccc(-c2ccc([N+](=O)[O-])cc2C)o1 (stereo unspecified)
  GPR151 activ: -0.6 | MITF primary: 11 | TEAD-YAP inh: 6 | FBW7 activator: -0.1

8	CCOC(=O)c1cnc2ccc(C(=O)OC)cc2c1Nc1ccc(Cl)cc1C
  GPR151 activ: -1.0 | MITF primary: -13 | TEAD-YAP inh: -8 | FBW7 activator: 0.0

9	CCN(CC)S(=O)(=O)c1cccc(NC(=O)CN2CCNC(=O)C2)c1
  GPR151 activ: 3.6 | MITF primary: 8 | TEAD-YAP inh: 1 | FBW7 activator: 0.6

# (next part)
[11] C=CCSc1nnc2nc3[nH]c4c(C)cccc4c3nn12
[12] CCN(CC)C(=S)Sc1ncnc2sc3c(c12)CCC(C)C3 (stereo unspecified)
[13] CCOC(=O)c1c(NC(=O)CSc2nnc(CNC(=O)COc3ccccc3)n2-c2ccccc2OC)sc2c1CCCCC2
[14] COc1cc(C2N=C(N)Nc3nc4ccccc4n32)ccc1O (stereo unspecified)
[15] N#C/C(=C(/O)COC(=O)c1cc(=O)c2ccccc2o1)c1nc2ccccc2[nH]1
[16] CCSCCOC(=O)C1=C(C)NC2=C(C(=O)C(C(=O)OC)C(C)C2)C1c1ccc(N(C)C)cc1 (stereo unspecified)
[17] O=C(c1cccc(Cl)c1)N1CCN(S(=O)(=O)c2cc3c4c(c2)CCC(=O)N4CCC3)CC1
[18] Cc1sc2ncnc(SCCC(=O)O)c2c1C
[19] Cc1ccc(-c2csc3ncn(Cc4cccc([N+](=O)[O-])c4)c(=O)c23)cc1
[20] CCC(C(=O)NC(C)C)n1nc(C)n2c(cc3sccc32)c1=O (stereo unspecified)
assay / entry	11	12	13	14	15	16	17	18	19	20
GPR151 activ	0.5	-0.5	-0.5	1.7	0.4	1.0	-0.3	1.5	0.4	-0.8
MITF primary	8	6	-10	-7	-8	8	0	-3	11	5
TEAD-YAP inh	-5	-1	2	-1	-2	0	9	4	6	-6
FBW7 activator	1.0	0.0	0.0	0.0	-0.2	-0.1	0.2	-0.1	0.4	0.3

[21] CCC(C)Oc1ccccc1C1CC(=O)NC2=C1C(=O)CC(C)(C)C2 (stereo unspecified)
[22] CN1CCN(C(=O)c2ccc(-c3cccc(C(=O)NC4CCN(Cc5ccccc5)CC4)n3)cc2)CC1
[23] CC(C)(C)C(=O)NC1(C(F)(F)F)N=C2SCCN2C1=O (stereo unspecified)
[24] O=C(CCN1C(=O)c2ccccc2C1=O)Nc1ccccn1
[25] COc1ccc(N2CCN(C(=O)c3ccncc3)CC2)cc1
[26] O=C(Cn1cnc2c(nnn2-c2ccc(F)cc2)c1=O)Nc1ccc(Br)cc1
[27] CSCCC(NC=C1C(=O)OC(C)(C)OC1=O)C(=O)O (stereo unspecified)
[28] COc1cc(Nc2nc(NCCc3ccc(O)cc3)c3ncn(-c4ccsc4)c3n2)cc(OC)c1OC
[29] CCSc1ncc(Cl)c(C(=O)Nc2sc(C(C)=O)c(C)c2C(=O)OC)n1
[30] COc1cccc(-c2cc(C(F)(F)F)n3ncc(C(=O)N4CCCCC4)c3n2)c1
assay / entry	21	22	23	24	25	26	27	28	29	30
GPR151 activ	0.1	-0.2	-0.4	-0.1	0.2	-0.7	-0.3	-1.4	-0.9	-0.4
MITF primary	0	-6	0	-1	-10	-4	2	3	2	1
TEAD-YAP inh	0	1	4	5	-3	-1	-1	36*	8	2
FBW7 activator	0.2	0.0	0.0	0.2	-0.1	0.1	-0.1	0.0	-0.1	0.4

[31] CCOCCN1CCN(c2cc(C)nc3cc(-c4ccc(F)cc4)nn23)CC1
[32] CCOC(=O)C1=NNC2C(=O)N(c3cccc(OC)c3)C(=O)C12 (stereo unspecified)
[33] Nc1nonc1-c1nc2ccccc2n1CC(=O)Nc1ccccc1F
[34] CCCn1ncc(CN2CCCC(C(=O)Nc3ccc(-c4ccn[nH]4)cc3)C2)c1C (stereo unspecified)
[35] CN(Cc1ccccc1)C(=O)c1nc2ccccn2c1CN(C)C1CC(C)(C)NC(C)(C)C1
[36] Cc1ccc(C2C3=C(CC(c4cccc(Cl)c4)CC3=O)Nc3ccccc3N2C(=O)c2ccccc2)cc1 (stereo unspecified)
[37] NC(=O)C1CCN(C(=O)Cn2cnc3scc(-c4ccccc4)c3c2=O)CC1
[38] CCNc1nc(Cl)nc(NCCN2CCOCC2)n1
[39] Cc1ccc(NC(=O)CN(c2ccccc2F)S(C)(=O)=O)cc1
[40] CC(/C=C/c1ccccc1)=N\NC(=O)COc1ccccc1C#N
assay / entry	31	32	33	34	35	36	37	38	39	40
GPR151 activ	-0.1	1.1	0.5	-0.1	-1.0	0.1	0.1	-1.2	-0.1	0.0
MITF primary	-8	21	1	0	-15	-4	3	8	8	-2
TEAD-YAP inh	-1	4	54*	5	8	4	15	-8	3	-7
FBW7 activator	0.0	-0.1	-0.1	-0.1	0.0	0.1	0.1	0.8	0.0	0.2

# Along the list, from the results shown:
# MITF primary for entries 35–40, in order: -15, -4, 3, 8, 8, -2
# FBW7 activator for entries 35–40, in order: 0.0, 0.1, 0.1, 0.8, 0.0, 0.2

# The results go on.
[41] C[C@@H]1CN(C(=O)c2nc3ccc(Cl)cn3c2CNCCc2ccccn2)C[C@H](C)O1
[42] O=C(CCC(=O)N(CC(=O)NC1CCCC1)c1ccc(F)c(Cl)c1)Nc1ccccn1
[43] Cc1c(C)n2c3c(=O)n(CC(C)C)c(=O)n(C)c3nc2n1C
[44] CCn1cc(C(=O)NN2CCOCC2)c(=O)c2ccc(C)nc21
[45] N#Cc1ccccc1NC(=O)c1ccc(Br)cc1
[46] CN(C)CCCNC(=O)c1ccnc(/C=N/O)c1
[47] O=C(COC(=O)c1ccc(Br)o1)NCCc1ccccc1
[48] Nc1cc(Cl)ccc1C(=O)OCC(=O)NC1CCCCC1
[49] CCOC(=O)c1c(NC(=O)/C=C/c2cccs2)sc(C(C)=O)c1C
[50] COCCn1nnnc1C(c1ccc(OC)c(OC)c1)N1CCc2ccccc2C1 (stereo unspecified)
assay / entry	41	42	43	44	45	46	47	48	49	50
GPR151 activ	0.0	0.8	-0.7	1.0	1.7	-0.4	0.2	2.0	-1.0	0.6
MITF primary	2	-1	-7	3	5	9	14	4	23	10
TEAD-YAP inh	6	5	3	6	-26	-5	12	8	-2	-6
FBW7 activator	-0.2	0.1	0.1	0.0	0.7	-0.9	0.2	0.1	0.2	0.2

[51] CC(=O)Nc1nc2c(Cl)cccc2s1
[52] Cc1cc(NCc2cccc(C(F)(F)F)c2)nc(Nc2ccc(N3CCOCC3)cc2)n1
[53] O=C1CSC(c2ccccc2[N+](=O)[O-])N1c1ccc(Oc2ccc(Cl)cc2)cc1 (stereo unspecified)
[54] CC(=O)Oc1cccc(/C=c2\sc3nc(-c4ccc(F)cc4)nn3c2=O)c1
[55] COc1ccc(Nc2nc(NCC3CCCO3)c3cc(OC)c(OC)cc3n2)cn1 (stereo unspecified)
[56] CCOC(=O)c1ccc(NC(=O)Nc2cc(C(F)(F)F)ccc2F)cc1
[57] CCCCNC(=O)c1ccc([N+](=O)[O-])c(C)c1
[58] COc1ccccc1N1CCN(c2ncc(C(=O)Nc3ccccc3C(F)(F)F)c3ccccc23)CC1
[59] COc1cc(-c2nc(N(C)C3CCCCC3)c3ccccc3n2)cc(OC)c1OC
[60] CCOC(=O)N1CCC(N2CCC(n3nccc3NC(=O)C3CCCC3)CC2)CC1
assay / entry	51	52	53	54	55	56	57	58	59	60
GPR151 activ	-0.5	-0.3&1.9	1.1	1.9	-0.7	-2.1	-0.4	0.4	-0.2	-0.2
MITF primary	13	9&21	11	15	-1	18	12	1	4	5
TEAD-YAP inh	6	47*	10	4	5	-1	-28	10	5	0
FBW7 activator	0.0	-0.4&-0.2	0.1	0.0	0.0	0.7	0.0	0.0	0.2	0.0

[61] CCCn1nnc(NC(=O)c2ccc(OC)c([N+](=O)[O-])c2)n1
[62] CCOC(=O)N1CCN(C(=S)NC(=O)c2cccs2)CC1
[63] O=C(NCc1ccccc1Cl)c1cccnc1SCc1cccc(Br)c1
[64] O=C(N/N=C/c1cccc(Br)c1)C(O)c1ccc(Br)cc1 (stereo unspecified)
[65] CCCCC1CC(CN2C(=O)NC(C)(C)C2=O)OC1=O (stereo unspecified)
[66] CCOC1(OCC)N=C(N)C2(C#N)C(c3ccccc3C)C12C#N (stereo unspecified)
[67] O=C(Nc1ccc([N+](=O)[O-])cc1Cl)C1(c2ccccc2)CCOCC1
[68] CC1CC(N(C(=O)c2ccc(Cl)cc2)c2ccccc2)c2ccccc2N1C(=O)c1ccc(Cl)cc1 (stereo unspecified)
[69] COc1ccc(-c2cc(N)n(S(=O)(=O)c3ccc([N+](=O)[O-])cc3)n2)c(OC)c1
[70] O=C(Nc1cccc(NC(=O)c2cccs2)n1)c1cccs1
assay / entry	61	62	63	64	65	66	67	68	69	70
GPR151 activ	-0.5	-0.1	-1.3	-1.3	0.8	0.6	2.5	-1.5	-0.1	1.2
MITF primary	3	9	0	-8	-8	17	15	-9	18	-2
TEAD-YAP inh	12	5	-7	-7	6	-9	9	-4	2	1
FBW7 activator	-0.1	-0.2	0.0	-0.1	-0.1	-0.1	-0.2	-0.2	0.0	0.1

[71] COc1ccccc1NC(=O)C(C)N(c1ccccc1)S(C)(=O)=O (stereo unspecified)
[72] N=C1/C(=C/c2ccc(-c3cccc(C(=O)O)c3)o2)C(=O)N=C2SC(C3CCCCC3)=NN12
[73] O=c1c2ccccc2nc(SCc2cc(F)ccc2F)n1CCc1ccccc1
[74] CCc1nnc(-c2cccc(OCC(=O)N3CCCc4ccccc43)c2)o1
[75] Fc1ccc(CN2CCCCCC2)c(F)c1
[76] CC(Oc1ccccc1F)C(=O)Nc1ccc(-c2cn3ccsc3n2)cc1 (stereo unspecified)
[77] O=C(Nc1cc(F)cc(F)c1)c1ccc(NCc2ccccc2)c([N+](=O)[O-])c1
[78] COc1cc(C2C(C(=O)OCc3ccccc3)=C(C)NC3=C2C(=O)CCC3)ccc1OCc1ccccc1 (stereo unspecified)
[79] COCCNc1nc(SCC(=O)NCCc2ccc(S(N)(=O)=O)cc2)nc2ccccc12
assay / entry	71	72	73	74	75	76	77	78	79
GPR151 activ	-0.7	-1.0	-1.3	-0.6	-0.6	-2.4	0.2	-0.3	4.9*
MITF primary	-6	-4	-3	18	10	0	5	1	3
TEAD-YAP inh	-7	5	-13	26	5	-5	5	9	0
FBW7 activator	-0.1	0.0	-0.1	0.8	-0.1	0.3	0.3	0.0	0.0

# High-throughput results: PubChem, The Scripps Research Institute Molecular Screening Center
